# Compound activity: PubChem, several laboratories
# MEKK3 PB1 HTS: raises or lowers MEK5 binding to the human MEKK3 PB1 domain. AID 1529. binding response (% of control), % at 10 µM. Q99759. bead-based flow cytometry, Alexa488-MEK5 binding to MEKK3; actives lie on both sides; 0 = blocked by unlabeled MEK5, 100 = vehicle. 1.4% of 290,000 active;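 active means binding response more than 3 SD above or below the average of its plate-row segment, actives on both sides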;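 further: Alexa488 bead fluorescence after subtracting the streptavidin-only scavenger bead signal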
# Target sequence (Q99759 whole entry, looked up, the tested form may be a part): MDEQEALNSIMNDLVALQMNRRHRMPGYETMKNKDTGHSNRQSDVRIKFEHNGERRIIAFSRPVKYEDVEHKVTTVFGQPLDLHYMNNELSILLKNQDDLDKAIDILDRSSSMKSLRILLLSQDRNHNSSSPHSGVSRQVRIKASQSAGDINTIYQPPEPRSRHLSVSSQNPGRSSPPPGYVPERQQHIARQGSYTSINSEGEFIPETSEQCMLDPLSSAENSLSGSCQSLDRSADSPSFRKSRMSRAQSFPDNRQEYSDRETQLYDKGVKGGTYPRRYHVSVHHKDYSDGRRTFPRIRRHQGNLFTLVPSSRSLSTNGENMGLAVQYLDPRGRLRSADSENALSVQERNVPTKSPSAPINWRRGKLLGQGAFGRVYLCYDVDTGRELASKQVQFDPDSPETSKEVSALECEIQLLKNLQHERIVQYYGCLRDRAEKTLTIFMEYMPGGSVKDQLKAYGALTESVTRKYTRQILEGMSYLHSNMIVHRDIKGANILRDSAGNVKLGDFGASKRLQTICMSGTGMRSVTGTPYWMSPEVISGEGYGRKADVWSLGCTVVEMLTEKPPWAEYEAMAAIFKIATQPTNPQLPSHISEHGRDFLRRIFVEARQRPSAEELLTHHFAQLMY
# MEKK2mut PB1 HTS: signal of MEK5 binding to mutant human MEKK2 PB1 domain | percent response, % at 10 µM | bead flow cytometry, Alexa488-MEK5 binding to MEKK2 mutant | 0.35% of 290,000 active; in the data active means percent response above about 24%, passing the limit was not always enough; further: inactives centre near 1; some results filed as inactive read as strong as hits; reference of the scale not given here
# NALP1 inh: NALP1 inhibition; 0.61% of 280,000 active; inhibition, % at 10 µM; S. cerevisiae NALP1/ASC/caspase-1 growth, X-gal OD620, 72 h; in the data active means inhibition mostly above about 24%, no sharp cut-off; inactive means mostly below about 32%; further: some compounds called inactive have numbers as strong as hits
# GPR7 antag: blocks human GPR7 receptor signaling; 1.1% of 290,000 active; GPR7-expressing cells, fluorescence antagonist assay; AID 1861; inhibition, % at 4.4 µM; P48145; in the data active means inhibition above about 16%, passing the limit was not always enough;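 further: cells stimulated with the agonist NPW; 0% = agonist with vehicle and 100% = vehicle without agonist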
# V1R ag counter: V1a receptor agonism, counter-screen for OXTR agonists; P37288; CHO-V1R cells, Fluo-8 calcium fluorescence, agonist mode; 0% DMSO, 100% 3 nM vasopressin; activation, % at 3 µM; 0.25% of 320,000 active; AID 2797;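 active means activation above the mean activation of all tested compounds plus 3 SD, per screening run, cut at about 20% in these data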;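 further: signal is peak over basal fluorescence ratio across a 100 second FLIPR read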
# GalR3 antagonist: blocks the human galanin receptor 3; HEK293 GalR3-CNG cAMP membrane potential fluorescence; galR3 body fused to GalR1 C-terminus; O60755; 0.44% of 360,000 active; AID 651719; inhibition, % at 3 µM;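 active means inhibition above the screen-wide average plus 3 SD, cut at about 13% in these data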;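 further: forskolin and galanin both at EC90 stimulate the cells; cAMP rise reported by CNG channel membrane potential dye signal; 0% = forskolin plus galanin with DMSO and 100% = forskolin alone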
# PHOSPHO1 inh: PHOSPHO1 (human) inhibition | AID 1565 | Q8TCT1 | recombinant PHOSPHO1, absorbance phosphatase assay | 1.1% of 290,000 active | inhibition, % at 13.3 µM; in the data active means inhibition above about 60%
# MEKK2 WT-MEK5: raises or lowers MEK5 binding to wildtype human MEKK2 PB1 domain; Q9Y2U5; bead flow cytometry, Alexa488-MEK5 binding to MEKK2 WT; actives lie on both sides; binding response (% of control), % at 10 µM; 1.1% of 290,000 active; AID 1531; in the data active means binding response below about 67% or above about 130%
# OXTR ag: activates the human oxytocin receptor; AID 2435; 0.32% of 320,000 active; activation, % at 3 µM; CHO-OTR cells, Fluo-8 calcium fluorescence; normalized: DMSO 0%, oxytocin 100%;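 active means activation above the mean of all tested compounds plus 3 SD, cutoff set per screening run, cut at about 20% in these data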;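 further: peak over basal fluorescence ratio from a 100 s FLIPR kinetic read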
# Target sequence (P30559 whole entry, looked up): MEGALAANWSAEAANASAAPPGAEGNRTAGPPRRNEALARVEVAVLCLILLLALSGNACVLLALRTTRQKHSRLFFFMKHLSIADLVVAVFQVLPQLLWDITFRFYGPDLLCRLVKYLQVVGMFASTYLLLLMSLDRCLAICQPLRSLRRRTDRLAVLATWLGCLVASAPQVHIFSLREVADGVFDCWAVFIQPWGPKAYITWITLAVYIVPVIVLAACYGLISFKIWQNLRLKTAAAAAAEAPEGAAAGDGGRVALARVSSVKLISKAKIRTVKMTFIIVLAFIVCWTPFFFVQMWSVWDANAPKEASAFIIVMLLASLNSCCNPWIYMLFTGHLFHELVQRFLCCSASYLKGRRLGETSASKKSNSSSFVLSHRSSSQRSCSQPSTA
# Active calls of the source: *; · = no result given.
smiles,MEKK3 PB1 HTS,MEKK2mut PB1 HTS,NALP1 inh,GPR7 antag,V1R ag counter,GalR3 antagonist,PHOSPHO1 inh,MEKK2 WT-MEK5,OXTR ag
O=C(C1=C[C@@H](c2ccc(C(F)(F)F)cc2)C[C@@H](OCc2ccc(CO)cc2)O1)N1CCN(Cc2ccc3c(c2)OCO3)CC1,104,6,6,-17,2.2,-3,9,108,1.8
O=C1CCNc2cc3ccccc3cc21,98,0,21,-4,0.3,·,-27,94,-0.3
CCN(CC)CCCN(Cc1cc2cc3c(cc2[nH]c1=O)OCO3)C(=S)Nc1ccc(OC)cc1,105,0,10,-5,0.8,-1,20,111,0.3
Cc1cnc2c(C(=O)O)cnn2c1,104,-2,2,-10,1.0,-6,-7,99,1.6
Cc1cc(C)c(S(=O)(=O)NCCOc2ccccc2)c(C)c1-n1cnnn1,102,7,4,-12,1.6,2,11,98,0.7
Cc1noc(C)c1C(=O)OCC(=O)c1cc(C)n(Cc2ccccc2Cl)c1C,104,1,3,4,5.4,-5,-12,106,1.8
Cc1ccc(NC(=S)NN2CCN(C)CC2)c(C)c1,103,3,32,-7,-0.4,-3,7,106,0.4
C=CCc1ccc(OCCOc2ccc(/C=N/n3cnnc3)cc2OCC)c(OC)c1,111,27*,20,-7,-1.6,-1,-1,116,-1.8
COc1ccc(/C=N/n2c(C)cc(C)cc2=O)cc1,97,-6,8,-7,1.5,0,37,96,1.1
CCOC(=O)C1=C(C)N(CCCC(=O)O)C(=O)NC1C(CC)CC (configuration not stated),111,6,·,·,8.7,0,·,107,-0.2
COc1cc(-c2nnc(SCC(=O)NC3CCS(=O)(=O)C3)o2)cc(OC)c1OC (configuration not stated),103,-7,6,-1,0.3,-3,53,96,0.1
CC(C)C[C@H](NC(=O)[C@@H]1Cc2ccccc2CN1C(=O)OC(C)(C)C)C(=O)NCC1CCC(C(=O)O)CC1 (some centres not stated),89,-17,·,-11,-0.2,-1,39,90,0.4
Cc1cc(NC(=O)CSc2ccc3nnc(-c4cccs4)n3n2)no1,111,15,16,-10,-0.1,3,4,111,-0.2
O=C1CCCN1CN(C(=O)c1ccc2c(c1)OCO2)c1ccc(F)cc1,82,-12,16,1,-1.1,-7,54,88,-1.1
O=C1c2ccccc2C(=O)N1CCc1nn[nH]n1,104,3,·,-10,0.6,-7,10,108,1.1
CN(C)CCCNc1c2c(nc3cc(-c4cccc(F)c4)nn13)CCC2,96,-7,14,1,1.2,-6,35,105,0.3
CC(C)NC(=O)CC1C(=O)N(Cc2ccccc2)C(C)c2nc3ccccc3n21 (configuration not stated),96,-4,4,-4,0.4,1,-8,96,-0.7
COc1ccccc1N(CC(=O)NCC1CCCO1)C(=O)Cn1nnc(-c2cccs2)n1 (configuration not stated),101,-8,10,3,-0.1,5,53,94,-1.1
O=C1C2CC=C(Cl)CC2C(=O)N1CCC[n+]1ccccc1 (configuration not stated),101,0,2,6,-0.5,-2,9,100,0.6
COC(=O)c1c(C)oc(C)c1S(=O)(=O)N1CCCC1,131*,27,3,-9,0.0,-1,4,130,0.1
COc1ccc(C2CC(c3ccc(Cl)cc3Cl)n3nc(N)nc3N2)cc1 (configuration not stated),92,-2,-62,1,6.9,-5,-1,94,7.0
Cc1ccc2nsnc2c1S(=O)(=O)N1CCCC1,104,6,29,2,-0.3,2,-8,107,-1.2
CC(=O)N1CCc2cc(Br)cc(S(=O)(=O)NCCCN3CCC(C)CC3)c21,·,·,0,-14,-0.2,-1,17,·,-0.7
CCOC(=O)N1CCN(C(=O)/C(=C/c2ccc(F)cc2)NC(=O)c2ccccc2)CC1,98,2,16,6,3.1,2,·,101,0.1
Cc1nc(C)c(C(=O)N/N=C/c2ccco2)s1,99,-2,-7,-18,1.1,-3,28,94,0.2
COc1ccc(NC(NC(=O)c2cccnc2)C(Cl)(Cl)Cl)cc1 (configuration not stated),98,-1,0,4,2.2,-3,16,93,0.8
O=C(CN(c1ccc(F)cc1)S(=O)(=O)c1ccc2c(c1)OCCO2)N1CCOCC1,106,8,29,0,0.8,-1,-30,104,0.1
Cc1cccc(OCC(=O)OC2CCN(C)CC2)c1,116,7,-2,-6,0.2,-1,23,104,0.3
CC1(C)Cc2cccc(OCC(=O)Nc3cc(C(F)(F)F)ccc3N3CCOCC3)c2O1,109,5,3,3,-1.2,-3,-2,105,-0.9
O=C(Nc1nc2c(s1)CCCC2)c1cc(-c2ccc3c(c2)OCO3)nc2ccccc12,107,11,21,-3,-0.7,·,-50,107,-0.8
O=C(CSc1ccccc1C(=O)O)c1ccc(Cl)cc1,103,-1,7,3,0.2,-3,25,102,3.6
CC(C)Oc1cccc(C(=O)C2CCCN(C(=O)c3cc(C4CC4)[nH]n3)C2)c1 (configuration not stated),100,-2,13,-7,5.3,-8,40,96,4.0
COc1ccc(C(C)=O)cc1COC(=O)c1ccc(S(=O)(=O)N2CCOCC2)cc1,100,0,-14,-1,4.5,-5,-3,101,5.0
COC(=O)c1ccccc1NC(=O)CN(Cc1ccc(Cl)cc1)S(C)(=O)=O,102,5,5,-3,1.0,-9,-4,107,0.1
COc1cc(C(=O)Oc2cccc(C=O)c2)cc(OC)c1OC,101,-6,7,-1,2.8,-3,7,99,0.7
Cn1c(SCC(=O)NC2CCCCC2)nnc1-c1ccc(N)cc1,99,-7,1,-6,-0.5,-4,36,92,-0.3

# Entries above containing an NH in an aromatic ring, in the order listed:
smiles,MEKK3 PB1 HTS,MEKK2mut PB1 HTS,NALP1 inh,GPR7 antag,V1R ag counter,GalR3 antagonist,PHOSPHO1 inh,MEKK2 WT-MEK5,OXTR ag
CCN(CC)CCCN(Cc1cc2cc3c(cc2[nH]c1=O)OCO3)C(=S)Nc1ccc(OC)cc1,105,0,10,-5,0.8,-1,20,111,0.3
O=C1c2ccccc2C(=O)N1CCc1nn[nH]n1,104,3,·,-10,0.6,-7,10,108,1.1
CC(C)Oc1cccc(C(=O)C2CCCN(C(=O)c3cc(C4CC4)[nH]n3)C2)c1 (configuration not stated),100,-2,13,-7,5.3,-8,40,96,4.0

# Further results follow.
smiles,MEKK3 PB1 HTS,MEKK2mut PB1 HTS,NALP1 inh,GPR7 antag,V1R ag counter,GalR3 antagonist,PHOSPHO1 inh,MEKK2 WT-MEK5,OXTR ag
Cc1cc(C)c(NC(=O)CSc2nc3ccc(N4C(=O)c5ccccc5C4=O)cc3s2)c(C)c1,105,3,-10,-6,-0.8,-3,2,103,-0.1
CCOc1cccc(-c2nn3c(-c4ccccn4)nnc3s2)c1,94,-6,8,-5,-1.6,-4,21,90,-2.3
Cc1cccc(OC(C)C(=O)NCc2ccc(S(N)(=O)=O)cc2)c1 (configuration not stated),119,0,20,-5,1.6,-7,11,102,1.6
Cc1ccc(NC(=O)CSc2ccc(C(N)=O)cc2[N+](=O)[O-])cc1C,101,-1,-10,-8,-0.8,-4,-1,99,0.0
COC(=O)c1sccc1S(=O)(=O)NCc1ccc(S(N)(=O)=O)cc1,102,-1,17,4,0.1,-2,12,102,0.6
CCCCOc1cccc(C(=O)Nc2ccccc2N2CCCC2)c1,105,9,10,-7,-1.0,-10,2,107,-2.3
Cc1ccc(S(=O)(=O)n2ccnc2)cc1C,90,-5,-8,·,1.2,2,-11,99,0.7
O=C(OCCN1CCOCC1)c1ccc2c(c1)OCCO2,104,4,3,8,2.3,-5,-31,108,1.1
CC(=O)c1ccc(N(CC(=O)NC2CCCCC2)C(=O)CNC(=O)c2ccco2)cc1,101,-5,-16,-4,-0.1,-5,28,95,0.6
CCC(CC)C(=O)Nc1cc(Cl)ccc1C,101,0,-5,-1,-1.1,·,23,104,-0.5
O=C(C1=C(O)C(=O)N(Cc2ccco2)C1c1cccc([N+](=O)[O-])c1)c1ccco1 (configuration not stated),99,-3,0,-10,0.3,0,23,99,1.0
O=C(O)C1=C[C@@H](c2ccccc2)C[C@@H](OCCCCO)O1,82,-4,·,·,0.7,-1,·,89,0.1
N=c1c2c3c(sc2ncn1Nc1ccccc1)CCC3,88,-27,·,-2,-1.1,-7,8,98,-2.5
CC(=O)Nc1ccc(S(=O)(=O)NCCC(=O)Nc2ccc(C)cn2)cc1,99,4,11,0,1.7,-2,38,105,0.3
COc1ccccc1CNC(=O)CSc1nc(-c2ccccc2)cn1N,101,-2,15,27*,-1.4,-1,29,96,-0.8
Cc1ccc2nc(SCc3nc4cc(Cl)ccc4c(=O)[nH]3)[nH]c2c1,103,-2,-9,10,-0.8,-1,16,95,0.9
CCn1ccc(C(=O)N2CCN(c3ncccn3)CC2)n1,103,-2,15,-14,1.3,0,12,102,0.5
COc1ccc(NC(=O)CS(=O)(=O)Cc2ccccc2)c([N+](=O)[O-])c1,97,-6,15,-5,-0.1,-3,33,94,0.3
CCN(CC)c1ccc(NC(=O)CCCCCN2C(=O)c3ccccc3C2=O)cc1,99,-1,-8,1,0.2,-5,-15,101,-0.7
O=C(NCCc1cccc(Cl)c1)c1ccc(OC2CCN(Cc3ccccn3)CC2)cc1,104,12,0,-2,·,1,22,114,·
COc1ccccc1C1=NOC(Cn2c(NCC3CCCO3)nc3c2c(=O)n(C)c(=O)n3C)C1 (configuration not stated),99,5,18,-10,1.3,3,20,99,0.8
CCOC(=O)c1c(C)[nH]c2cc(Br)c(OC)cc12,105,9,13,-7,-1.6,-6,27,106,-2.1
CN(C)c1nc2n(c(=O)n1)C(C#N)CS2 (configuration not stated),106,9,-54,-8,0.2,-5,-3,104,0.2
Brc1ccc(-c2nnc3n2CCCCC3)cc1,104,6,-11,-10,0.1,-4,-6,104,-1.8
O=C(NCc1ccccc1F)c1cccc(S(=O)(=O)NCc2ccccc2)c1,98,4,-8,-12,0.6,3,29,105,-0.3
COc1ccc(NC(=O)CCC(=O)NCCO)cc1,97,1,-5,-9,1.2,-4,12,95,-1.2
Cc1ccc(N(C(=O)c2csnn2)C(C(=O)NC2CCCC2)c2ccccn2)cc1 (configuration not stated),104,2,6,-5,0.2,-6,-2,109,0.5
CCCCON1C(=O)c2cccc3cccc(c23)C1=O,104,11,9,-22,-0.9,-8,49,110,-2.3
Cc1ccc(NC(=O)CN2C(=O)CSc3ccc(S(=O)(=O)N4CCCCC4)cc32)cc1,99,1,1,7,-0.8,-6,24,98,-0.8
C/C(=N\NC(=O)c1c(C)nc2ccccn12)c1ccc(C(C)(C)C)cc1,99,2,6,-2,0.9,7,16,93,1.8
CCn1c(Cc2ccc(OC)cc2)nc2ccccc21,111,6,10,7,0.5,1,29,117,-0.3
COc1ccc(OC)c(CN2CCC(CO)(CCOc3ccccc3)CC2)c1,98,1,-4,-2,0.3,-8,48,104,1.2
Cc1nc2ccccc2c(=O)n1NC(=O)C1CC1C (configuration not stated),104,-1,20,-11,-0.6,-4,48,103,-0.1
COc1ccc(S(=O)(=O)CCC(=O)N2CCN(c3ccc(F)cc3)CC2)cc1,100,3,0,-8,5.5,-4,-26,99,1.7
O=C(NCc1ccc(F)cc1)C1CCCN(c2nc3ccsc3c(=O)s2)C1 (configuration not stated),104,2,-11,-8,0.3,-4,3,103,-0.4
COc1ccc(NC(=O)NCc2ccncc2)cc1,109,5,-1,-7,-0.1,-5,32,109,0.0
OCCCNC(=S)Nc1ccc2nccnc2c1,96,-5,1,-11,0.9,-4,18,91,0.5
Cc1cc(C)n(-c2ccc(C)c(Cl)c2)n1,93,-4,26,1,0.1,5,3,97,-1.4
O=C(O)CCCCCN1C(=O)C(=O)/C(=C(/O)c2ccccc2)C1c1ccccc1 (configuration not stated),92,9,-1,-2,·,6,3,102,·
